High-throughput results deposited in PubChem BioAssay by The Scripps Research Institute Molecular Screening Center.
TAAR1 antagonist: human TAAR1 antagonism. Q96RJ0. CHO RD-HGA16 TAAR1, Fluo-8 calcium fluorescence, antagonist. inhibition, % at 3 µM. actives 1.5% (n = 360,000). AID 624466;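 active = inhibition above a per-plate cutoff, the mean inhibition of test compounds on that plate plus 3 SD, cut at about 49% in these data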;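 also: 0% = DMSO plus EC80 beta-PEA response and 100% = DMSO alone without agonist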
Target sequence (Q96RJ0 whole entry, looked up): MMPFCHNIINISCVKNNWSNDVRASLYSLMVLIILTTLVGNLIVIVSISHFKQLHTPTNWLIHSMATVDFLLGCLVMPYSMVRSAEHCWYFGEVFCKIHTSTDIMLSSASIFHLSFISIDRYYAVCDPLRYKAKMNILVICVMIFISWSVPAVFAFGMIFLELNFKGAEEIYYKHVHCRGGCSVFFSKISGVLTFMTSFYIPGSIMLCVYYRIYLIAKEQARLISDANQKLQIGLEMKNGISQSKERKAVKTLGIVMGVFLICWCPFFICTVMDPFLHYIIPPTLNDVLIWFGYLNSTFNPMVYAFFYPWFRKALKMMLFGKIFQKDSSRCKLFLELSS
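System: RD-HGA16 CHO cells with stable hTAAR1 and Gα16 | Probe or stimulus: EC80 β-phenethylamine stimulus | Dosing: 3 µM, single point | Times: Dye loading 75 min at 37 °C, then 30 min room temperature | Measured by: Fluo-8 calcium-sensitive fluorescence | Read-out basis: % inhibition of agonist calcium response | Replicates: n of 1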
TAAR1 agonist: human TAAR1 agonism; Q96RJ0; CHO RD-HGA16 TAAR1, Fluo-8 calcium fluorescence; vehicle wells 0%, saturating PEA agonist 100%; activation, % at 3 µM; actives 0.99% (n = 360,000);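 active = activation above the mean activation of all test compounds in the run plus 3 SD, cut at about 38% in these data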
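Benchmarks: low control DMSO, high control PEA (EC100); System: CHO RD-HGA16 cells carrying human TAAR1 plus Gα16; Detection: Fluo-8 fluorescence, 5 s baseline then 140 s kinetic read; Schedule: 17-24 h plating, Fluo-8 75 min 37 °C, 30 min RT; Read-out basis: % activation from peak over basal fluorescence ratio, DMSO-to-PEA scaled.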
Starred values were filed as active, the others as inactive. The list is partial (hit frequency here may not be typical).

[1] O=C(Cc1cccs1)Nc1nnc(Cc2ccc(F)cc2)s1
[2] COC(=O)[C@@]1(Cc2ccc(F)cc2)[C@H]2c3cc(C(=O)N4CCCC4)n(CC4CC4)c3C[C@H]2CN1C(=O)c1ccccc1
[3] C[C@H](CO)N1C[C@H](C)[C@@H](CN(C)S(=O)(=O)c2ccc(F)cc2)Oc2ncc(Br)cc2C1=O
[4] COC(=O)Cn1c(C(=O)N2CCCC2)cc2c1C[C@H]1CN(C(=O)c3ccccc3)[C@@](Cc3ccc(OC)cc3)(C(=O)OC)[C@@H]21
[5] Cc1cc(N2CCN(CC(C)(C)O)C[C@@H]2C)ccc1N1CCN(CC(C)(C)O)[C@H](C)C1

assay / compound	1	2	3	4	5
TAAR1 antagonist	-9	23	4	-7	-34
TAAR1 agonist	26	70*	3	1	2

[6] CCCCNC(=O)c1nc(C2CCN(S(=O)(=O)c3ccc(C(F)(F)F)cc3)CC2)oc1-c1ccccc1
[7] COC(=O)c1c(NC(=O)CN2CCC(C)CC2)c2c(C)cccc2n1C
[8] Cc1cc2nc(C3CCCCC3)c(Cc3ccsc3)n2c(C)c1Br
[9] C[C@@H]1CN([C@@H](C)CO)C(=O)CCCn2cc(nn2)CO[C@H]1CN(C)C(=O)Nc1ccc(-c2cccs2)cc1
[10] Cc1cc(C)c(S(=O)(=O)NN=C2c3ccccc3[C@H]3Cc4csc[n+]4[C@@H]23)c(C)c1

assay / compound	6	7	8	9	10
TAAR1 antagonist	-10	-19	-18	-17	7
TAAR1 agonist	2	1	0	4	2

[11] CCOc1ccc(CCN2C(=O)C(=O)N([C@@H](Cc3ccccc3)CN3CCC[C@H]3CN3C(=O)C(=O)NC[C@@H]3Cc3ccccc3)C[C@@H]2Cc2ccccc2)cc1
[12] Cc1[nH]c2ccccc2c1CCCO
[13] CCOC(=O)C1=C(C(=O)OCC)C2N(Cc3ccc(Br)cc3)c3ccccc3[C@@]23C[C@@H](C(=O)OC)N(S(=O)(=O)c2ccc(F)cc2)C3=N1 (stereo not given in full)
[14] COC(=O)c1cc2c(c3c4cc(C)ccc4n(S(=O)(=O)c4ccc(C)cc4)c13)C(=O)N(Cc1ccccc1OC)C2
[15] COc1cccc(CNC(=O)[C@H]2CCCN2C(=O)C2CCCN2C(=O)c2ccc(OC)c(F)c2)c1 (stereo not given in full)

assay / compound	11	12	13	14	15
TAAR1 antagonist	-7	-1	-18	-27	3
TAAR1 agonist	0	3	1	-1	0

The list goes on, overlapping the part above by 4 compounds.
[12] Cc1[nH]c2ccccc2c1CCCO
[13] CCOC(=O)C1=C(C(=O)OCC)C2N(Cc3ccc(Br)cc3)c3ccccc3[C@@]23C[C@@H](C(=O)OC)N(S(=O)(=O)c2ccc(F)cc2)C3=N1 (stereo not given in full)
[14] COC(=O)c1cc2c(c3c4cc(C)ccc4n(S(=O)(=O)c4ccc(C)cc4)c13)C(=O)N(Cc1ccccc1OC)C2
[15] COc1cccc(CNC(=O)[C@H]2CCCN2C(=O)C2CCCN2C(=O)c2ccc(OC)c(F)c2)c1 (stereo not given in full)
[16] COc1ccc(-c2ccc3c(c2)c(Sc2ccccc2)c(-c2ccccc2)n3C)cn1
[17] C[C@@H]1ON(C)[C@H]2C[C@H]3c4cc(-c5ccc(F)cc5)ccc4CCN3C[C@@H]12
[18] CCOC(=O)[C@]12CCC=C1N(Cc1ccccc1)C(=O)[C@H](CC(=O)NCCCCc1ccccc1)C2
[19] CSCCC(C(=O)NC1CCCC1)n1c(-c2ccncc2)nc2ccccc21 (stereo not given)
[20] COC(=O)C1=C(C)N(Cc2ccccc2C(F)(F)F)C(=NCc2ccc(C(F)(F)F)cc2)NC1CCc1ccccc1 (stereo not given)

assay / compound	12	13	14	15	16	17	18	19	20
TAAR1 antagonist	-1	-18	-27	3	-21	-15	-3	10	-9
TAAR1 agonist	3	1	-1	0	3	2	4	0	1

[21] C[C@H]1COc2cc(N3CCCCC3)ccc2S(=O)(=O)N1
[22] COC(=O)[C@@]1(Sc2ccc(C)cc2)CC(=O)N[C@@H]1c1ccc(Br)cc1
[23] CCOC(=O)C1=CCN(S(C)(=O)=O)C1c1ccc(Cl)cc1 (stereo not given)
[24] COc1ncc(-c2ccc(N3C(c4ccsc4)=Cc4ccccc4C3CC(C)=O)cc2)cn1 (stereo not given)
[25] COc1cccc(C(=O)N2CCC[C@@H]2C(=O)N2CCC[C@@H]2C(=O)NCc2ccccc2)c1

assay / compound	21	22	23	24	25
TAAR1 antagonist	1	7	-13	-21	-29
TAAR1 agonist	0	7	4	2	1

[26] COC(=O)C[C@@H]1CC[C@@H](NC(=O)Nc2cc(F)ccc2F)[C@@H](CO)O1
[27] COC(=O)[C@@]12C[C@@H](CC(=O)NCC3CCCCC3)C(=O)N(CCc3ccc(OC)c(OC)c3)C1=CCC(C)(C)C2
[28] CC1(C(=O)Nc2ccc3c(c2)OCCO3)CSCC(=O)N1CC(F)(F)F (stereo not given)
[29] O=C(NCc1ccccc1)C(c1ccccc1F)n1c(=O)c(-c2cc3ccccc3[nH]2)nc2ccccc21 (stereo not given)
[30] CCCCn1nnnc1C(c1ccccc1)N1CCN(c2ccc(F)cc2)CC1 (stereo not given)

assay / compound	26	27	28	29	30
TAAR1 antagonist	-4	-21	-19	-16	-10
TAAR1 agonist	0	1	0	2	-1

[31] C[C@@H]1CN([C@@H](C)CO)C(=O)CCCn2cc(nn2)CO[C@H]1CN(C)C(=O)Nc1ccc2c(c1)OCO2
[32] O=C(N[C@@H](Cc1cccnc1)C(=O)N1CCC[C@H]1C(=O)NCCc1ccccc1Cl)c1ccc(Cl)cc1Cl
[33] CSc1c(N(C)C)c(=O)c1=S
[34] Cc1cc(N2CCNC[C@H]2C)ccc1N1CCS(=O)(=O)CC1
[35] CCOC(=O)[C@]12CCC=C1N(Cc1ccccc1)C(=O)[C@H](CC(=O)N1CCOCC1)C2

assay / compound	31	32	33	34	35
TAAR1 antagonist	-2	66*	-3	5	3
TAAR1 agonist	2	65*	1	2	1

[36] COC(=O)[C@@]12C[C@@H](CC(=O)NCc3ccccc3)C(=O)N(Cc3ccc4c(c3)OCO4)C1=CCC(C)(C)C2
[37] COC(=O)C1=C(C)N(C)C(=NCc2cc(OC)c(OC)c(OC)c2)NC1c1cccc(C(F)(F)F)c1 (stereo not given)
[38] COC(=O)C1=C(C)N(Cc2ccc(Br)cc2)C(=S)NC1c1cccc(OC)c1 (stereo not given)
[39] CCCCc1c(-c2ccc(OC)cc2)ncn1CCc1ccccc1OC
[40] CC(C)C[C@H]1CNC(=O)C(=O)N1C[C@@H]1CCCN1C[C@H](Cc1ccccc1)N1C[C@H](Cc2ccccc2)N(CCc2ccccc2)C(=O)C1=O

assay / compound	36	37	38	39	40
TAAR1 antagonist	-12	-25	33	50*	-11
TAAR1 agonist	1	4	0	24	1

[41] COC(=O)C1=C(C)N(C)C(=NCc2ccc(C(F)(F)F)cc2)NC1c1ccc(Cl)cc1 (stereo not given)
[42] CCOC(=O)N1CCN(C(c2ccnc3ccccc23)c2nnnn2-c2c(C)cccc2C)CC1 (stereo not given)
[43] O=C1NC[C@@H](CCCCN2C[C@H](Cc3ccccc3)N(CCC3CCCCC3)C(=O)C2=O)N(CCc2ccccc2)C1=O
[44] O=C(/C=C(\Nc1ccc(Br)c(F)c1)c1ccccc1)c1ccccc1
[45] COCCN1C(=O)COc2ccccc2C1C(=O)NCc1ccccc1 (stereo not given)

assay / compound	41	42	43	44	45
TAAR1 antagonist	43	-18	-20	-20	0
TAAR1 agonist	24	1	0	0	0

[46] CC(C)[C@H](NC(=O)OC(C)(C)C)c1cc(C(=O)NC2CC2)c(N)s1
[47] COC(=O)[C@]12C[C@H](CC(=O)N3CCOCC3)C(=O)N(Cc3ccc4c(c3)OCO4)C1=C[C@H](COCc1ccccc1)O[C@@H]2C
[48] CSCCC(C(=O)Nc1c(C)cccc1C)n1c(-c2ccc(C(F)(F)F)cc2)nc2ccccc21 (stereo not given)
[49] COc1ccc(NC(=O)Nc2ccc3c(c2)C(=O)N([C@H](C)CO)C[C@H](C)[C@H](CN(C)C)OCCCC[C@@H](C)O3)cc1
[50] C[C@@H]1CCCCO[C@H](CN(C)S(=O)(=O)c2cn(C)cn2)[C@@H](C)CN([C@H](C)CO)C(=O)c2cc(NC(=O)CCCN(C)C)ccc2O1

assay / compound	46	47	48	49	50
TAAR1 antagonist	-14	-18	-19	-2	7
TAAR1 agonist	1	4	-2	4	2

[51] C[C@@H]1CN([C@@H](C)CO)C(=O)CCCn2cc(nn2)CO[C@H]1CN(C)C(=O)c1ccncc1
[52] COC(=O)[C@]12CCCCC=C1N(Cc1ccccc1)C(=O)[C@H](CC(=O)N1CCSCC1)C2
[53] COC(=O)C[C@@H]1C=C[C@@H](NS(=O)(=O)c2ccccc2OC)[C@@H](CO)O1
[54] CCCCn1nnnc1C(c1ccccc1)N1CCN(c2ccccc2)CC1 (stereo not given)
[55] COC(=O)c1cc2c(c3c4cc(C)ccc4n(S(=O)(=O)c4ccc(OC)cc4)c13)C(=O)N(Cc1ccc(C(F)(F)F)cc1)C2

assay / compound	51	52	53	54	55
TAAR1 antagonist	11	46	-14	9	-20
TAAR1 agonist	3	10	1	-2	0

[56] O=C1c2[nH]nc(-c3ccccc3)c2C(c2ccccc2)N1c1ccccc1 (stereo not given)
[57] COC(=O)[C@]12CCCCC=C1N(CCC1=CCCCC1)C(=O)[C@H](CC(=O)NCc1ccc(C)o1)C2
[58] COCc1[nH]nc2c1C(c1ccccc1)N(c1ccccc1)C2=O (stereo not given)
[59] CCOC(=O)CC1(O)CSc2nc(N)cc(=O)n21 (stereo not given)
[60] CC(C)(C)NC(=O)C1c2ccccc2OCC(=O)N1Cc1cccnc1 (stereo not given)

assay / compound	56	57	58	59	60
TAAR1 antagonist	-16	4	-21	-22	5
TAAR1 agonist	12	1	0	3	2

[61] COC(=O)C1=C(C)N(Cc2ccccc2C(F)(F)F)C(=NCc2ccc3c(c2)OCO3)NC1c1ccccc1 (stereo not given)
[62] CCCCCCn1cc(CN2CC(N3CCSCC3)CS2(=O)=O)nn1 (stereo not given)
[63] Cc1cc(NC(=O)CCc2c[nH]c3ccccc23)ccc1Oc1cccnc1
[64] Cc1cccc(C)c1NC(=O)C1c2ccccc2OCC(=O)N1Cc1ccco1 (stereo not given)
[65] COc1ccccc1OCCCN1CCC(C(O)(c2ccccc2)c2ccccc2)CC1

assay / compound	61	62	63	64	65
TAAR1 antagonist	10	2	3	-3	11
TAAR1 agonist	13	1	0	1	12

[66] Cc1cc(Nc2ccc(Cl)c(C(F)(F)F)c2)cc(=O)n1-c1ccc(Cl)c(C(F)(F)F)c1
[67] CC(C)c1ccc(Oc2cccc3c2S(=O)(=O)N([C@H](C)c2ccccc2)C[C@@H](COCc2ccccc2)O3)cc1
[68] COC(=O)[C@@]1(Sc2ccc(C)cc2)CC(=O)N(c2ccc3c(ccn3C)c2)[C@@H]1c1ccccc1
[69] CCC(c1nnnn1-c1ccc2c(c1)OCCO2)N1CCN(C(C)=O)CC1 (stereo not given)
[70] N#Cc1ccccc1OCCCN1CCC(C(O)(c2ccccc2)c2ccccc2)CC1

assay / compound	66	67	68	69	70
TAAR1 antagonist	5	-11	55*	-15	10
TAAR1 agonist	-1	0	3	2	23

[71] COc1cccc(Cn2cnc(-c3ccccc3OC)c2-c2cccnc2)c1
[72] CCOC(=O)[C@]12CCC=C1N(Cc1ccccc1)C(=O)[C@H](CC(=O)NCc1cccs1)C2
[73] COc1ccc(C2=Nc3ccccc3N(C(=O)Cc3cc(OC)cc(OC)c3)C2C(=O)NC(C)(C)C)cc1 (stereo not given)
[74] CCCCNC(=O)C(NC(=O)c1ccc(C(F)(F)F)cc1)C(=O)c1ccccc1 (stereo not given)
[75] CN(C(=O)c1c(Br)cnn1C)C12CC3CC(CC(C3)C1)C2

assay / compound	71	72	73	74	75
TAAR1 antagonist	-2	0	-23	-10	-1
TAAR1 agonist	3	-1	0	0	0

[76] Cc1ccccc1C(=O)N1CCC[C@H]1C(=O)N1CCC[C@H]1C(=O)NCc1ccccn1
[77] O=S1(=O)CCSC[C@@H](CN2CCN(c3ccccc3)CC2)N1
[78] CC(C)(C)NC(=O)C(C1CC1)n1c(=O)c(-c2cc3ccccc3[nH]2)nc2ccccc21 (stereo not given)
[79] O=c1[nH][nH]c2c1[C@H](c1ccc(Cl)cc1)O[C@H](C1CCCC1)C2
[80] CN1CCN(C(=O)C[C@H]2CC[C@H]3[C@@H](COC[C@@H](O)CN3C(=O)C3CCCC3)O2)CC1
[81] CCOC(=O)[C@]12CCCC=C1N(Cc1ccccc1)C(=O)[C@H](CC(=O)NCc1ccccc1)C2
[82] Cc1cccc(C)c1NC(=O)C1C(c2ccc3c(c2)OCO3)=Nc2ccccc2N1C(=O)c1cccc2ccccc12 (stereo not given)

assay / compound	76	77	78	79	80	81	82
TAAR1 antagonist	-9	-1	-44	-18	-22	-23	-2
TAAR1 agonist	6	0	-1	-2	7	-1	3

Two entries from above, field by field.
76: Cc1ccccc1C(=O)N1CCC[C@H]1C(=O)N1CCC[C@H]1C(=O)NCc1ccccn1
  TAAR1 antagonist = -9
  TAAR1 agonist = 6
77: O=S1(=O)CCSC[C@@H](CN2CCN(c3ccccc3)CC2)N1
  TAAR1 antagonist = -1
  TAAR1 agonist = 0
